Source: PubChem BioAssay
LDHA inh: qHTS assay for inhibitors of human lactate dehydrogenase | purified LDHA, NADH/diaphorase-resazurin fluorescence; hits give low values | activity change, % (values are at about 110 or 230 µM) | 480,000 compounds, 0.15% hits | AID 1347041, 2019; in the data active = activity change below about -30%; inconclusive = mostly about -25% to -30%;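 also: plate controls were DMSO wells for no effect and wells without enzyme for full effect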
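Enzyme activity of human lactate dehydrogenase 5 (2 nM; 0.06 mM NADH, 0.2 mM pyruvate, 5 min, RT) is measured via a resazurin/diaphorase fluorescence readout of residual NADH.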
Pol eta inh: qHTS for Inhibitors of Polymerase Eta | DNA polymerase eta (Homo sapiens), Q9Y253 | 390,000 compounds, 1.2% hits | recombinant Pol eta, fluorescent DNA replication assay | Potency, µM (doses to about 114 µM), without a hit: at the top dose activity change, negative = inhibition, actives largely listed as inhibitors | AID 588591, 2011; also: potency is read from the fitted curve at half-maximal effect; % is scaled to controls: 0 for no effect and ±100 for the full control effect
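Pol eta at 10 nM preincubated with compounds 15 min at room temperature; reaction started with fluorescent substrate (50 nM final) and read kinetically at 0 and 10 min.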
Pol iota inh: qHTS for Inhibitors of Polymerase Iota; 390,000 compounds, 1% hits; AID 588590, 2011; Potency, µM (highest dose often 115 µM), for inactives: at the highest dose activity, negative = inhibition, hits mostly inhibitors; Pol iota fluorescent replication assay, 10 min; also: potency is read from the fitted curve at half-maximal effect
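Fluorescent replication assay read twice, at 0 min and 10 min after adding 50 nM (final) substrate. Enzyme (10 nM) and compounds were first incubated 15 min at room temperature; enzyme-free buffer wells were negative controls.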
Anesthetic bind: qHTS Assay for Identification of Novel General Anesthetics; Ferritin light chain (Equus caballus), P02791; apoferritin/1-aminoanthracene competitive binding, fluorescence; Potency, µM (highest dose often 77.5 µM), without a hit: at the top dose activity change, negative = displacement, most hits filed as inhibitors; 350,000 compounds, 0.074% hits; AID 485281, 2010; also: potency is read from the fitted curve at half-maximal effect; % is scaled to controls: 0 for no effect and ±100 for the full control effect; nearly all actives have a fitted effect of over 20% in size
Target sequence (P02791 2-175 limits assumed): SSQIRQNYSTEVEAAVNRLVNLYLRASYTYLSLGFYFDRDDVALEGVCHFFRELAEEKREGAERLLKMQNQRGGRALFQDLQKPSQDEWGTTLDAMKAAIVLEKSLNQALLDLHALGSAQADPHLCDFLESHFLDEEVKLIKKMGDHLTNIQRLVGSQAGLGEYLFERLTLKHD
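Concentration-response curves derived by four-parameter Hill fitting of normalized fluorescence, where compounds displaced 1-AMA from 10 uM horse apoferritin following a brief 10 min room-temperature incubation; propofol titration acted as positive control.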
POLB inh: qHTS Assay for Inhibitors of DNA Polymerase Beta; Pol beta primer extension/strand displacement, fluorescence kinetic; Potency, µM (doses to about 114 µM), without a hit: at the top dose activity change, negative = inhibition, hits mostly inhibitors; 340,000 compounds, 1.3% hits; also: potency is read from the fitted curve at half-maximal effect; % is scaled to controls: 0 for no effect and ±100 for the full control effect
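Pol beta (10 nM) was preincubated with compound for 15 min at room temperature. The reaction was then started with 50 nM substrate and read immediately and after a further 10 min at room temperature.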
BLM helicase inh: qHTS Assay for Inhibitors of Bloom's syndrome helicase (BLM); RecQ-like DNA helicase BLM (Homo sapiens), P54132; recombinant BLM DNA unwinding, fluorescence dequenching; Potency, µM (top dose mostly 56.1 µM), inactives show top-dose activity change, negative = inhibition, most hits filed as inhibitors; 350,000 compounds, 0.2% hits;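 also: potency is read from the fitted curve at half-maximal effect; plate controls were vehicle for no effect and no enzyme for full effect; nearly all actives have a fitted effect of over 35% in size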
POLK inh: qHTS for Inhibitors of Polymerase Kappa. purified Pol kappa, fluorescent DNA synthesis assay, 10 min. Potency, µM (titrated, usually from 107 µM), without a hit: at the top dose activity, negative = inhibition, actives largely listed as inhibitors. 400,000 compounds, 0.53% hits; also: potency is read from the fitted curve at half-maximal effect; % is scaled to controls: 0 for no effect and ±100 for the full control effect
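Pol kappa 10 nM + cpd, 15 min RT; start w/ substrate 50 nM final; fluorescence kinetic read, 0 and 10 min. Neg ctrl: buffer, no enzyme.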
APE1 inh: qHTS Assay for Inhibitors of the Human Apurinic/apyrimidinic Endonuclease 1 (APE1); DNA repair nuclease/redox regulator APEX1 (Homo sapiens), P27695; recombinant APE1, TAMRA/BHQ-2 abasic DNA cleavage fluorescence; Potency, µM (doses to about 65.8 µM), without a hit: at the top dose activity change, negative = inhibition, actives largely listed as inhibitors; 350,000 compounds, 0.35% hits; AID 2517, 2012;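 also: potency is read from the fitted curve at half-maximal effect; plate controls were vehicle for no effect and reference inhibitor for full effect; nearly all actives have a fitted effect of over 55% in size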
Target sequence (P27695 whole entry, looked up): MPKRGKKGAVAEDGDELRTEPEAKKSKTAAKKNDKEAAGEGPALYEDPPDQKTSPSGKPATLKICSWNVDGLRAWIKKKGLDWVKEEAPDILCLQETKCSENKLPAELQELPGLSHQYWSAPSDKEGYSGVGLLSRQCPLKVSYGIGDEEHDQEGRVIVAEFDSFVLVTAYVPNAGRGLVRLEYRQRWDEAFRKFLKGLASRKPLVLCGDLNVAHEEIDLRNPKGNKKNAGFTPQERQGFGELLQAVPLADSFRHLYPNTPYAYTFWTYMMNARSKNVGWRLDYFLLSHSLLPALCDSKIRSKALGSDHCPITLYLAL
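Endonuclease cleavage of a quenched abasic-site DNA duplex (50 nM) by APE1 (0.75 nM) was tracked by TAMRA dequenching. Compounds were preincubated with enzyme 15 min at room temperature; data normalized to buffer-only and DMSO wells plus NSC13755 control.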
GRP78 ERSR act: qHTS for Inducers of the Endoplasmic Reticulum Stress Response (ERSR) in Human Glioma: qHTS. U87-MG GRP78 promoter luciferase reporter, 16 h. Potency, µM, inactives show top-dose activation, actives largely listed as activators. 420,000 compounds, 0.02% hits. AID 602332, 2012; also: potency is read from the fitted curve at half-maximal effect; series mostly up to about 76 µM; % of control where 0% means no effect; nearly all actives have a fitted effect of over 35% in size
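Stably transfected U87-MG human glioma cells carrying a GRP78-based luminescent sensor were seeded at 1000 cells/well, pin-dosed with compounds and incubated 16 h. Luciferase reagent was then added, and end-point luminescence was read after 10 min at room temperature.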
Starred values were filed as active, the others as inactive; ? = inconclusive; . = not tested or not shown; & = joins results of further samples; [ ] = remark or other dose. Unless noted, calls follow the shape of the dose curve; as a rule, active = well fitted curve in the direction sought with a large enough effect; inconclusive = small, poorly fitted or top-dose-only effect, or another doubt; inactive = no such curve, though single readings can be large; an effect the other way counts as inactive or inconclusive. Not all compounds are listed, so the mix of outcomes need not match the whole.

SMILES	LDHA inh	Pol eta inh	Pol iota inh	Anesthetic bind	POLB inh	BLM helicase inh	POLK inh	APE1 inh	GRP78 ERSR act
COc1ccc(-c2cc([C@H]3[C@H]4C=CC[C@@H](C)[C@@H]4C(=O)N3Cc3ccccc3)ccc2F)cc1OC	-13	-6%	-12%	3%	-1%	-10%	-19%	-1%	4%
Cc1ccc(-n2c(C)cc(/C=N/NC(=O)c3ccncc3)c2C)c(C)c1	4	-5%	-3%	?	21%	-3%	-4%	15%	-3%
Cn1c(=O)n(Cc2ccccc2)c(=O)c2c1nc1n2CCCN1CCc1ccccc1	5	-1%	17%	49%[activator]	-9%	-9%	-10%	1%	-4%
Cc1onc(-c2ccccc2Cl)c1C(=O)Oc1ccc(Br)cc1	-8	-9%	-4%	47%[activator]	28%	-11%	-9%	.	-2%
O=C(/C=C/c1cccc(Cl)c1)NNC(=O)c1ccncc1	-8	-12%	7%	.	.	.	0%	5%	-2%
COc1ccc(N2CCN(c3c(S(=O)(=O)c4ccccc4)cnc4ccc(OC)cc34)CC2)cc1	-4	-19%	17%	-12%	-11%[57.1 µM]	-4%	-8%	-8%	-2%
O=C(CSc1ncnc2sccc12)Nc1ccccc1	-2	-10%	-13%	-12%	46%[activator]	-3%	3%	0%	2%
CCOC(=O)c1c(NC(=O)C2C3CCC(O3)C2C(=O)O)sc(C)c1-c1ccc(C)cc1 (stereo not given)	-7	-17%	-6%	-7%	1%	-2%	-23%	-5%	0%
COc1cccc(-c2cc(C(=O)Nc3c(C)nn(Cc4ccccc4C)c3C)no2)c1	-4	-24%	16%	?	11%	-5%	-16%	-6%	-6%
COc1ccccc1OCC(=O)NCC(c1ccc(Cl)cc1)N1CCOCC1 (stereo not given)	-2	-23%	22%	-1%	1%	1%	-11%	.	-2%
COc1ccc(NC(=O)CSc2ccc3c(c2)OCCO3)cc1OC	1	-17%	-14%	-6%	1%	3%	-1%	-10%	-7%
O=c1c2c3c(sc2n(Cc2cc(=O)n4ccccc4n2)c(=O)n1-c1ccc(Cl)cc1)CCC3	-1	9%	-10%	-8%	-11%	-11%	4%	.	-4%
Cc1ccc(S(=O)(=O)N[C@H]2COC(=O)[C@@H](C)COC(=O)[C@H](C)NC(=O)C/C=C\[C@H]2C)cc1	.	.	.	6%[15.3 µM]	.	3%[12.4 µM]	.	31%[activator][12.4 µM]	-3%
COc1ccc(OC)c(C2/C(=C(\O)c3ccc4c(c3)OCCO4)C(=O)C(=O)N2CC2CCCO2)c1 (stereo not given)	-3	-25%	19%	-7%	17%	-2%	-24%	39%	-4%
COc1cc(-c2nc(CN3CCCN(C(=O)c4ccco4)CC3)c(C)o2)ccc1F	-12	1%	-7%	-20%	0%	-4%	1%	2%	5%
C=C1CCN([C@@H](Cc2ccccc2)C(=O)Nc2ccc(OC)cc2)S(=O)(=O)c2ccccc21	4	-20%	17%	.	.	.	0%	.	5%
COc1cccc(N2CC(NC(=O)COc3ccccc3F)CC2=O)c1 (stereo not given)	-13	-2%	-3%	3%	22%	2%	-6%[60.1 µM]	.	-3%
COc1cc(S(=O)(=O)N2CCOCC2)ccc1NC(=O)COC(=O)COc1ccccc1	-6	-5%	45%[activator]	-13%	8%	-2%	-10%	-4%	-7%
Cc1nc(SCC(=O)Nc2cc(C(N)=O)cc(C(N)=O)c2)c2c(C)c(C)sc2n1	0	1%	?	-9%	-27%	1%	-12%	7%	-1%
CS(=O)(=O)N(CC(=O)Nc1ccc(F)cc1F)C1CCCCC1	1	-10%	21%	-13%	25%	4%	7%	17%	-1%
Cc1ccc2c(=O)c(C(=O)c3ccc(F)cc3)cn(CC(=O)NCCc3ccccc3)c2n1	-2	-11%	3%	24%	-21%	-2%	-4%	.	-4%
CCC(C)OC(=O)C1=C(C)NC2=C(C(=O)C(C(=O)OC)C(C)C2)C1c1ccc(N(C)C)cc1 (stereo not given)	-5	-5%	10%	-9%	0%	-9%	-5%	-6%	0%
NS(=O)(=O)c1cccc2c1c([N+](=O)[O-])cc1nc(O)c(O)nc12	-7	-9%	41%[activator]	.	-14%[57.1 µM]	-9%	4%[60.1 µM]	-12%&-7%	-4%&0%&-2%
COC(=O)c1c(-c2ccccc2)csc1NC(=O)CSc1ncnc2sc(C)c(C)c12	-6	-17%	12%	-7%	23%	-3%	-8%	-1%	-3%
CC1=C(C(=O)OCC2CCCO2)C(c2ccc(Cl)cc2)NC(=O)N1 (stereo not given)	-9	-7%	34%[activator]	-14%	0%	-5%	-6%	-4%	3%

An excerpt from above in order of the POLK inh value, rising.
compound,POLK inh
COc1ccc(NC(=O)CSc2ccc3c(c2)OCCO3)cc1OC,-1%
C=C1CCN([C@@H](Cc2ccccc2)C(=O)Nc2ccc(OC)cc2)S(=O)(=O)c2ccccc21,0%
O=C(CSc1ncnc2sccc12)Nc1ccccc1,3%

Record cards, as listed above.
Record of CS(=O)(=O)N(CC(=O)Nc1ccc(F)cc1F)C1CCCCC1 → LDHA inh: 1; Pol eta inh: -10%; Pol iota inh: 21%; Anesthetic bind: -13%; POLB inh: 25%; BLM helicase inh: 4%; POLK inh: 7%; APE1 inh: 17%; GRP78 ERSR act: -1%
Record of Cc1onc(-c2ccccc2Cl)c1C(=O)Oc1ccc(Br)cc1 → LDHA inh: -8; Pol eta inh: -9%; Pol iota inh: -4%; Anesthetic bind: 47%[activator]; POLB inh: 28%; BLM helicase inh: -11%; POLK inh: -9%; APE1 inh: .; GRP78 ERSR act: -2%

Following part.
SMILES	LDHA inh	Pol eta inh	Pol iota inh	Anesthetic bind	POLB inh	BLM helicase inh	POLK inh	APE1 inh	GRP78 ERSR act
Cc1ccc(N2CCN(C(=O)c3ccccc3NC(=O)C3CC=CCC3C(=O)O)CC2)cc1 (stereo not given)	3	-3%	-17%	-4%	6%	-2%	-5%	0%	1%
COc1cccc(C2SCC(=O)N2c2ccc(C)cc2)c1OC (stereo not given)	-5	-2%	30%	3%	33%	-2%	-7%	5%	-5%
CC1CCC(NC(=O)N(CCCl)N=O)CC1 (stereo not given)	-14	?	-1%	2%	.	-10%	-21%	2%	2%&2%
O=C(NCCC1=CCCCC1)C1CCN(S(=O)(=O)N2CCOCC2)CC1	-1	-17%	9%	-8%	29%	-2%	-2%	8%	-3%
COc1ccc(-c2cc(-c3ccc(OC)c(OC)c3)n[nH]2)c(O)c1	4	-15%	3%	-24%	-26%	-21%	-17%	-5%	2%
Cc1cn([C@H]2C[C@H](O)[C@@H](CCC(=O)NCCCn3ccnc3)O2)c(=O)[nH]c1=O	-12	-14%	30%[activator]	.	.	.	-3%	0%	-1%
COc1ccc(CN2CCc3c(c(=O)n4ncc(C(=O)N5CCN(c6ccccc6F)CC5)c4n3C)C2)cc1	-4	5%	-4%	-14%	37%	-1%	-3%[60.1 µM]	.	0%
COc1ccc(/C=C2\CCCC3C2=NC(=S)NC3c2ccc(OC)cc2)cc1 (stereo not given)	-1	-6%	8%	-2%	-21%	-5%	-9%	-10%	-4%
COc1ccc(C(=O)N/N=C/c2ccc(OC(=O)c3ccccc3)cc2)cc1	-4	-13%	24%	4%	16%	3%	-7%	13%	3%
CCOC(=O)Cc1csc(NC(=O)c2cc(=O)c3ccccc3o2)n1	-1	-6%	-18%	-14%	24%	-1%	-10%	-3%	0%
Cc1c(C=O)c2ccccc2n1CC(=O)NCc1ccccc1	-3	-13%	46%[activator]	0%	1%	-6%	1%	1%	-2%
Cc1cccc2sc(NC(=O)c3cccc(S(=O)(=O)N4CCc5ccccc54)c3)nc12	-6	-16%	5%	-14%	14%	-6%	-13%	-5%	2%
CN1C(=O)/C(=C2\SC(=S)N(NC(=O)c3cccnc3)C2=O)c2ccccc21	7	5%	6%	-11%	25%	4%	-19%	-2%	-1%
Cc1ccccc1CN1c2ccccc2-c2nc(SCC(=O)Nc3cc(F)ccc3F)ncc2S1(=O)=O	-2	-24%	?	-11%	1%	-5%	-2%	.	-4%
C/C(CC(=O)Nc1ccc2c(c1)OCO2)=N\NC(=O)OC(C)(C)C	0	-20%	47%[activator]	-10%	0%	-14%	-7%	4%	1%
CCOc1ccc(C)cc1S(=O)(=O)n1ccnc1	-4	-9%	22%	-4%	2%	-1%	-7%	1%	-4%
CCN(CC)CCN1C(=O)C2C(C(=O)Nc3ccc(Br)cc3)C3C=CC2(O3)C1C(=O)NC1CCCCC1 (stereo not given)	-2	-3%	72%[activator]	-8%	7%	0%	-15%	17%	-4%
